EPAC2 ag: activates human EPAC2 exchange factor | Q8WZA2 | EPAC2 activation, biochemical qHTS; response scale: 100% = 6.5 mM cAMP response | Potency, µM (titrated, usually from 154 µM), inactives show at the top dose activation, usual class: activators | 360,000 tested, 0.079% active | AID 720711; also: nearly all actives have a fitted effect of over 50% in size
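Readout is BODIPY fluorescence (480 nm excitation, 540 nm emission), which falls as labeled GDP is exchanged off Rap1B. EPAC2 at 100 nM acted on 250 nM RAP1B-BODIPY-GDP with 50 uM GDP present.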
PTHR1 agonist: PTHR1 (human) receptor agonism | Q03431 | HEK293 GP2 PTHR1 cells, GloSensor cAMP luminescence, 1 h | Potency, µM (highest dose often 115 µM), without a hit: at the highest dose activation, hits mostly activators | 410,000 tested, 0.075% active | AID 743266; also: nearly all actives have a fitted effect of over 55% in size; some results filed as inactive show a strong effect at the top dose; inactives centre near -15; many of its hits are not listed in these tables
Target sequence (Q03431 whole entry, looked up): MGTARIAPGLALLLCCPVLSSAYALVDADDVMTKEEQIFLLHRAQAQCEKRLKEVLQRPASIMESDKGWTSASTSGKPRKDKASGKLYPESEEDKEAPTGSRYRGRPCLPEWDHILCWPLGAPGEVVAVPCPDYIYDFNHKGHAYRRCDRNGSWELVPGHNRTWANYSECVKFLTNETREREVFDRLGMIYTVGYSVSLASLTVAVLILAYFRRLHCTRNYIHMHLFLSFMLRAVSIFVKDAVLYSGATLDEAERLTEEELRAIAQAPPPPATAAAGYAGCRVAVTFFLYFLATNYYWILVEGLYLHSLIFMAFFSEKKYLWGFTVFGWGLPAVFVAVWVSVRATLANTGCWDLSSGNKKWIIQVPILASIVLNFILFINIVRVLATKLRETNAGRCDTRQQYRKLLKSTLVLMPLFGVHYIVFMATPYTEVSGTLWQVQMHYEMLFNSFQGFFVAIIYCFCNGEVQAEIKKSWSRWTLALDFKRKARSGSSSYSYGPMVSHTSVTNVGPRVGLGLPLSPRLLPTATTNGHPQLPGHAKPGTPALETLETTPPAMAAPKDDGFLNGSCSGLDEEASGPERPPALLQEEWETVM
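HEK-293-derived GP2 cells expressing PTHR1 and a GloSensor cAMP reporter, 3,000/well, plated overnight, given luciferin plus IBMX (each 0.5 mM as added) for 1 h at 37 °C, then compound for 1 h at 37 °C. Luminescence was read after 15 min at room temperature.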
EPAC2 antag: EPAC2 (human) antagonism; EPAC2 GEF exchange of Rap1B-BODIPY-GDP, fluorescence; AID 720708; Potency, µM (highest dose often 114 µM), without a hit: at the top dose activity, negative = inhibition, most hits filed as inhibitors; Q8WZA2; 360,000 tested, 0.18% active; also: % is scaled to controls: 0 for no effect and ±100 for the full control effect; nearly all actives have a fitted effect of over 45% in size; many of its hits are not listed in these tables
aSyn rescue: alpha-synuclein toxicity inhibition in yeast; Yeast expressing alpha-synuclein, growth rescue, BacTiter-Glo, 24 h; Potency, µM (doses to about 46.1 µM), for inactives: at the highest dose growth rescue (activation), hits mostly activators; 370,000 tested, 0.14% active; AID 652106; also: % of control where 0% means no effect; nearly all actives have a fitted effect of over 65% in size
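Rescue of yeast growth: cells expressing toxic alpha-synuclein, induced in galactose at OD600 0.02, incubated with compound 24 h at 30 C. ATP luminescence quantified growth; inhibitors of toxicity appear as activators.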
EPAC1 agonist: EPAC1 (human) agonism | O95398 | EPAC1 agonist qHTS, biochemical assay; response scale: 100% = response to 6.5 mM cAMP | Potency, µM (doses to about 154 µM), inactives show at the top dose activation, most hits filed as activators | 360,000 tested, 0.073% active; also: nearly all actives have a fitted effect of over 60% in size
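Nucleotide exchange assay: 100 nM EPAC1 with 250 nM Rap1B loaded with BODIPY-GDP and 50 uM GDP, room temperature. Fluorescence (480/540 nm) read every 5 min for 30 min; signal change normalized to 6.5 mM cAMP as full agonist.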
TDP43 rescue: TDP-43 toxicity inhibition in yeast | TDP-43 expressing yeast growth rescue, BacTiter-Glo, 24 h | Potency, µM (series often up to 46.1 µM), for inactives: at the top dose growth rescue (activation), usual class: activators | 410,000 tested, 1.8% active; also: % of control where 0% means no effect; nearly all actives have a fitted effect of over 50% in size
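Growth rescue of TDP-43-toxic yeast measured as ATP luminescence (BacTiter-Glo). Cells grown to mid-log in raffinose, induced in galactose at OD600=0.02, exposed to compound 24 hr at 30 deg C.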
EPAC1 antagonist: antagonists of human EPAC1 | O95398 | EPAC1 GEF assay, Rap1b-BODIPY-GDP exchange fluorescence | Potency, µM (series often up to 115 µM), without a hit: at the highest dose activity change, negative = inhibition, actives largely listed as inhibitors | 360,000 tested, 0.14% active;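 also: plate controls were vehicle for no effect and positive control for full effect; nearly all actives have a fitted effect of over 50% in size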
FUS suppressor: rescues growth of FUS-expressing yeast | S. cerevisiae FUS-expressing, growth rescue, OD600, 24 h | Potency, µM (titrated, usually from 76.6 µM), without a hit: at the top dose growth rescue (activation), actives largely listed as activators | 390,000 tested, 0.24% active | AID 1347120;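 also: plate controls were DMSO vehicle for no effect and reference control for full effect; nearly all actives have a fitted effect of over 55% in size; some results filed as inactive show a strong effect at the top dose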
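Cultures pregrown in 2.5% raffinose medium are shifted to minimal medium containing 2% galactose to express toxic FUS. Compounds are tested at several concentrations. After 24hr at 30C, growth is quantified at 600 nm absorbance.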
Active calls of the source: *; & = joins results of further samples; [ ] = another dose, or the depositor's remark. Calls follow the shape of the dose curve; as a rule, active = well fitted curve in the direction sought with a large enough effect; inconclusive = small, poorly fitted or top-dose-only effect, or another doubt; inactive = no such curve, though single readings can be large; an effect the other way counts as inactive or inconclusive. Potency is read from the fitted curve at half-maximal effect.

How did COCCn1nnnc1C(c1ccc(Cl)cc1)N1CCN(C(=O)c2ccco2)CC1 (configuration not stated) do in these assays?
EPAC2 ag: 12.0%; PTHR1 agonist: 28.1%; EPAC2 antag: 10.7%; aSyn rescue: -20.0%; EPAC1 agonist: -0.3%; TDP43 rescue: 0.0%; EPAC1 antagonist: -5.7%; FUS suppressor: 20.8%

How did COc1ccc(N2C(=S)N=C(Nc3cccc(C)c3)C23CCCCC3)cc1 do in these assays?
EPAC2 ag: -1.5%; PTHR1 agonist: -31.5%[inhibitor]; EPAC2 antag: 4.0%; aSyn rescue: -9.0%; EPAC1 agonist: -8.6%; TDP43 rescue: -15.1%; EPAC1 antagonist: 3.4%; FUS suppressor: 42.2%

How did CC(NC(=O)c1cnc2ccccc2n1)c1ccccc1 (configuration not stated) do in these assays?
EPAC2 ag: 8.3%; PTHR1 agonist: -2.2%; EPAC2 antag: -10.1%; aSyn rescue: 2.3%; EPAC1 agonist: 2.2%; TDP43 rescue: 4.1%; EPAC1 antagonist: 9.1%; FUS suppressor: 20.3%

How did CC1C(c2ccccc2)OCCN1C=NC#N (configuration not stated) do in these assays?
EPAC2 ag: 6.3%; PTHR1 agonist: inactive; EPAC2 antag: -5.1%; aSyn rescue: -5.7%; EPAC1 agonist: -1.3%; TDP43 rescue: 26.5%; EPAC1 antagonist: -24.2%; FUS suppressor: -11.5%

How did COc1cccc(C2C3=C(N=c4s/c(=C\c5cccc(O)c5)c(=O)n42)c2ccccc2CC3)c1OC (configuration not stated) do in these assays?
EPAC2 ag: 9.6%; PTHR1 agonist: -3.9%; EPAC2 antag: 2.3%; aSyn rescue: 1.7%; EPAC1 agonist: -1.9%; TDP43 rescue: -7.6%; EPAC1 antagonist: -3.1%

What do the screens show for `COc1ccccc1N=Nc1ccc(O)c2ncccc12`?
EPAC2 ag: 11.4%; PTHR1 agonist: -25.1%; EPAC2 antag: inconclusive; aSyn rescue: inconclusive; EPAC1 agonist: 4.9%; TDP43 rescue: -19.3%; EPAC1 antagonist: -8.7%; FUS suppressor: 16.1%

How did O=C(CCS(=O)(=O)c1ccccc1)N1CCOCC1 do in these assays?
EPAC2 ag: 8.8%; PTHR1 agonist: inactive; EPAC2 antag: 14.4%; aSyn rescue: 0.7%; EPAC1 agonist: -9.5%; TDP43 rescue: 5.8%; EPAC1 antagonist: 0.1%; FUS suppressor: -8.3%

What do the screens show for `CC(OC(=O)c1ccc([N+](=O)[O-])o1)C(=O)NC1CCCCC1C` (configuration not stated)?
EPAC2 ag: 9.9%; PTHR1 agonist: -5.7%; EPAC2 antag: 4.6%; aSyn rescue: -3.0%; EPAC1 agonist: 0.5%; TDP43 rescue: -11.4%; EPAC1 antagonist: -25.6%; FUS suppressor: 20.2%

What do the screens show for `COC(=O)C1=C(Nc2ccc(C)cc2)C=C(C)C(C(=O)OC)C1c1cccc(OC)c1` (configuration not stated)?
EPAC2 ag: 7.1%; PTHR1 agonist: inactive; EPAC2 antag: -2.5%; aSyn rescue: -6.1%; EPAC1 agonist: -3.0%; TDP43 rescue: -6.8%; EPAC1 antagonist: -0.7%; FUS suppressor: 36.0%

What do the screens show for `COc1ccc(Cl)cc1S(=O)(=O)N1CCN(CC(=O)C(C)(C)C)CC1`?
EPAC2 ag: 7.2%; PTHR1 agonist: inactive; EPAC2 antag: 1.0%; aSyn rescue: -9.5%; EPAC1 agonist: -8.9%; TDP43 rescue: -7.6%; EPAC1 antagonist: 0.9%; FUS suppressor: -3.4%

Results for CCOc1ccc(Nc2nc(Cc3nnc(SCC(=O)NC4CCCCC4)n3C)cs2)cc1 ?
EPAC2 ag: 5.7%; PTHR1 agonist: -13.3%; EPAC2 antag: -4.7%; aSyn rescue: -1.6%; EPAC1 agonist: 6.5%; TDP43 rescue: -5.1%; EPAC1 antagonist: -10.5%; FUS suppressor: inconclusive

What do the screens show for `Cc1ccc(CNS(=O)(=O)c2ccc(-c3cnc(C4CC4)o3)cc2)cc1`?
EPAC2 ag: 10.9%; PTHR1 agonist: -20.7%; EPAC2 antag: -6.5%; aSyn rescue: -3.7%; EPAC1 agonist: 5.4%; TDP43 rescue: 9.9%&26.6%; EPAC1 antagonist: -8.4%; FUS suppressor: -10.0%&0.1%

Looked up by structure from the entries so far, two records:
How did COCCn1nnnc1C(c1ccc(Cl)cc1)N1CCN(C(=O)c2ccco2)CC1 (configuration not stated) do in these assays?
EPAC2 ag: 12.0%; PTHR1 agonist: 28.1%; EPAC2 antag: 10.7%; aSyn rescue: -20.0%; EPAC1 agonist: -0.3%; TDP43 rescue: 0.0%; EPAC1 antagonist: -5.7%; FUS suppressor: 20.8%

How did COc1ccc(N2C(=S)N=C(Nc3cccc(C)c3)C23CCCCC3)cc1 do in these assays?
EPAC2 ag: -1.5%; PTHR1 agonist: -31.5%[inhibitor]; EPAC2 antag: 4.0%; aSyn rescue: -9.0%; EPAC1 agonist: -8.6%; TDP43 rescue: -15.1%; EPAC1 antagonist: 3.4%; FUS suppressor: 42.2%

Additional records:
What do the screens show for `O=C(Cn1nc(-c2ccc(F)cc2)ccc1=O)Nc1ccc2c(c1)OCCO2`?
EPAC2 ag: 0.9%; PTHR1 agonist: inactive; EPAC2 antag: -1.9%; aSyn rescue: 11.0%; EPAC1 agonist: -4.6%; TDP43 rescue: 0.4%; EPAC1 antagonist: -11.4%; FUS suppressor: 21.8%

Results for Cc1cc(C)cc(NC(=O)COC(=O)c2ccc3c(c2)OCCO3)c1 ?
EPAC2 ag: 5.4%; PTHR1 agonist: -25.6%; EPAC2 antag: -9.5%; aSyn rescue: -6.0%; EPAC1 agonist: -5.2%; TDP43 rescue: 9.8%; EPAC1 antagonist: -2.4%; FUS suppressor: -17.9%

How did CCCCSc1nc(O)c(C2OC(=O)c3c2ccc(OC)c3OC)c(=O)n1-c1ccccc1 (configuration not stated) do in these assays?
EPAC2 ag: 5.7%; PTHR1 agonist: inactive; EPAC2 antag: 14.4%; aSyn rescue: -1.2%; EPAC1 agonist: 5.7%; TDP43 rescue: -13.2%; EPAC1 antagonist: -9.2%; FUS suppressor: inconclusive

How did CC(C)(C)OCC(O)CN1CCN(C(=O)c2ccccc2)CC1 (configuration not stated) do in these assays?
EPAC2 ag: 17.7%; PTHR1 agonist: inactive; EPAC2 antag: -7.6%; aSyn rescue: -5.9%; EPAC1 agonist: -7.8%; TDP43 rescue: -9.1%; EPAC1 antagonist: 8.6%; FUS suppressor: 14.0%

How did COc1cccc(NC(=O)CN(C)C(=O)c2ccc(COc3ccccc3)cc2)c1 do in these assays?
EPAC2 ag: 16.0%; PTHR1 agonist: -32.1%; EPAC2 antag: 9.6%; aSyn rescue: -1.5%; EPAC1 agonist: 1.2%; TDP43 rescue: 0.1%; EPAC1 antagonist: 13.6%; FUS suppressor: -10.5%

How did CCC(Cc1ccccc1)NC(=O)CCNS(=O)(=O)c1cc(Br)cnc1N (configuration not stated) do in these assays?
EPAC2 ag: -1.5%; PTHR1 agonist: 11.1%; EPAC2 antag: -0.8%; aSyn rescue: -3.0%; EPAC1 agonist: 3.3%; TDP43 rescue: -1.0%; EPAC1 antagonist: 1.3%; FUS suppressor: -0.2%

How did Cc1ccc(C(=O)NC23CC4CC(CC(C4)C2)C3)c(Cl)c1 do in these assays?
EPAC2 ag: -0.8%; PTHR1 agonist: inactive; EPAC2 antag: 5.2%; aSyn rescue: 0.7%; EPAC1 agonist: -0.7%; TDP43 rescue: -4.3%; EPAC1 antagonist: 1.9%; FUS suppressor: -34.4%

How did COc1ccc(CNC(=O)c2cc3cc(OC)ccc3oc2=O)cc1 do in these assays?
EPAC2 ag: 6.3%; PTHR1 agonist: -3.9%; EPAC2 antag: -0.8%; aSyn rescue: -0.2%&2.3%; EPAC1 agonist: 6.7%; TDP43 rescue: -0.7%&23.5%; EPAC1 antagonist: -3.7%; FUS suppressor: 0.4%&-18.5%

What do the screens show for `CC(=O)c1c(C)[nH]c(C(=O)OCC(=O)N2CCN(S(=O)(=O)c3ccc(C)cc3C)CC2)c1C`?
EPAC2 ag: 3.8%; PTHR1 agonist: -16.8%[57.5 µM]; EPAC2 antag: -11.1%; aSyn rescue: -9.5%; EPAC1 agonist: 19.6%; TDP43 rescue: -16.0%; EPAC1 antagonist: -4.7%; FUS suppressor: inconclusive

How did CCSc1nncn1/N=C/c1ccc(OC)c(OC)c1 do in these assays?
EPAC2 ag: -10.3%; PTHR1 agonist: -4.0%; EPAC2 antag: 4.9%; aSyn rescue: 0.5%; EPAC1 agonist: 8.5%; TDP43 rescue: 23.8%; EPAC1 antagonist: -10.6%; FUS suppressor: 5.7%

Results for N#CC1=C(N)Oc2cc(O)c(C=Nc3ccccc3)cc2C1c1ccccc1 (configuration not stated) ?
EPAC2 ag: 6.1%; PTHR1 agonist: -5.0%; EPAC2 antag: 3.0%; aSyn rescue: 2.7%; EPAC1 agonist: -7.5%; TDP43 rescue: 16.5%; EPAC1 antagonist: -27.1%; FUS suppressor: 3.7%

What do the screens show for `Cc1ccc(NC(=S)NCc2ccc(Cl)cc2)c(OC(F)F)c1`?
EPAC2 ag: 9.1%; PTHR1 agonist: -29.1%; EPAC2 antag: -23.5%; aSyn rescue: 3.7%; EPAC1 agonist: inconclusive; TDP43 rescue: inconclusive; EPAC1 antagonist: -18.1%; FUS suppressor: 3.5%

Results for COc1ccc(C(=O)COC(=O)/C=C/c2ccccc2)c(OC)c1 ?
EPAC2 ag: 16.5%; PTHR1 agonist: -34.6%[inhibitor]; EPAC2 antag: 4.9%; aSyn rescue: 6.3%; EPAC1 agonist: 4.7%; TDP43 rescue: 13.3%; EPAC1 antagonist: -21.2%; FUS suppressor: 20.6%

How did COc1ccc(-c2oc(/N=C/N3CCOCC3)c(C#N)c2-c2ccc(OC)cc2)cc1 do in these assays?
EPAC2 ag: 3.7%; PTHR1 agonist: inactive; EPAC2 antag: -3.9%; aSyn rescue: 1.4%; EPAC1 agonist: 8.0%; TDP43 rescue: 2.8%; EPAC1 antagonist: -1.3%; FUS suppressor: 31.7%

Results for O=C(CN1C(=O)NC2(CCc3ccccc32)C1=O)Nc1c(Cl)cccc1Cl (configuration not stated) ?
EPAC2 ag: 6.3%; PTHR1 agonist: -10.9%; EPAC2 antag: 2.6%; aSyn rescue: -4.0%; EPAC1 agonist: 13.0%; TDP43 rescue: 13.1%; EPAC1 antagonist: 1.2%; FUS suppressor: -1.5%

Screens from PubChem BioAssay.

Some of the compounds tested. The share of hits here may be higher or lower than overall.
